Source: PubChem BioAssay
PAFAH1B3 inh: inhibitors of human PAFAH1B3; AID 492972; actives 0.28% (n = 340,000); inhibition, % at 3.39 µM; recombinant PAFAH1B3, FP-rhodamine probe, fluorescence polarization;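 active = inhibition above the screen-wide average of all tested compounds plus 3 SD, cut at about 25% in these data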;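 also: 0% = enzyme with DMSO only and 100% = wells lacking PAFAH1B3 protein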
Target sequence (Q15102 whole entry, looked up): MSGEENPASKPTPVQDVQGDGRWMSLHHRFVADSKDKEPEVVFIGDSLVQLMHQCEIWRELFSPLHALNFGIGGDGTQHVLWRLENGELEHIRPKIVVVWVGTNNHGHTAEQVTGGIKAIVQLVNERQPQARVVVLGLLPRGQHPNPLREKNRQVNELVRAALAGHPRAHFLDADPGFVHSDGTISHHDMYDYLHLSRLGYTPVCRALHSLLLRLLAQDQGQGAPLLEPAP
LYPLA1 inh: blocks human lysophospholipase 1, a PME1 counter-screen | O75608 | recombinant LYPLA1, FP-Rh probe fluorescence polarization | inhibition, % at 5.9 µM | actives 0.16% (n = 320,000);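 active = inhibition above the mean of all tested compounds plus 3 SD, set per campaign, cut at about 14% in these data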;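 also: inhibitors block serine hydrolase probe labeling of LYPLA1 so polarization falls; 0% = enzyme with DMSO and 100% = wells lacking LYPLA1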
LYPLA2 inh: blocks human lysophospholipase 2, a PME1 counter-screen; actives 0.38% (n = 320,000); O95372; inhibition, % at 5.9 µM; recombinant LYPLA2, FP-Rh probe fluorescence polarization;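 active = inhibition above the screen-wide mean plus 3 SD, limit set per campaign, cut at about 26% in these data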;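 also: 0% = LYPLA2 with DMSO and 100% = wells lacking LYPLA2 enzyme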
EBNA-1 inh: blocks EBNA-1 binding to DNA. inhibition, % at 14.8 µM. EBNA-1 DNA binding, fluorescence polarization. actives 0.34% (n = 300,000). AID 1950; in the data active = inhibition above about 28%
PAFAH1B2 inh: PAFAH1B2 (human) inhibition; P68402; recombinant PAFAH1B2, FP-rhodamine activity probe, fluorescence polarization; inhibition, % at 3.39 µM; actives 1.2% (n = 340,000); AID 492953;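 active = inhibition above the mean of all tested compounds plus 3 SD, cut at about 24% in these data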;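 also: 0% = enzyme with DMSO and 100% = wells lacking PAFAH1B2; many of its hits are not listed in these tables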
PAFAH2 FP inh: PAFAH2 (human) inhibition; Q99487; recombinant PAFAH2, FP-rhodamine activity probe, fluorescence polarization; inhibition, % at 3.39 µM; actives 0.99% (n = 340,000);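 active = inhibition above the mean over all tested compounds plus 3 SD, cut at about 30% in these data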;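 also: inhibitors block probe labeling of enzyme so polarization drops; 0% = enzyme with DMSO and 100% = wells lacking PAFAH2 protein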
ZTA counter: ZTA (EBV) inhibition in EBNA-1 counter-screen | actives 0.15% (n = 320,000) | inhibition, % at 11 µM | AID 2234 | ZTA-DNA binding, fluorescence polarization; in the data active = inhibition above about 33%
pPAFAH inh: pPAFAH (human) enzyme inhibition | Q13093 | recombinant pPAFAH, FP-rhodamine probe fluorescence polarization | inhibition, % at 3.39 µM | actives 1.5% (n = 330,000);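 active = inhibition above the mean inhibition across the screen plus 3 SD, cut at about 25% in these data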;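 also: inhibitors block binding of the rhodamine activity-based probe so polarization drops; 0% = enzyme with DMSO and 100% = wells lacking pPAFAH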
PREPL inhibitor: inhibitors of human prolyl oligopeptidase-like enzyme PREPL; Q4J6C6; recombinant PREPL, fluorescence polarization activity-based probe; inhibition, % at 5.96 µM; actives 0.68% (n = 320,000); AID 2751; in the data active = inhibition above about 43%;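 also: 0% = enzyme with DMSO and 100% = wells lacking enzyme; many of its hits are not listed in these tables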
Target sequence (Q4J6C6 whole entry, looked up): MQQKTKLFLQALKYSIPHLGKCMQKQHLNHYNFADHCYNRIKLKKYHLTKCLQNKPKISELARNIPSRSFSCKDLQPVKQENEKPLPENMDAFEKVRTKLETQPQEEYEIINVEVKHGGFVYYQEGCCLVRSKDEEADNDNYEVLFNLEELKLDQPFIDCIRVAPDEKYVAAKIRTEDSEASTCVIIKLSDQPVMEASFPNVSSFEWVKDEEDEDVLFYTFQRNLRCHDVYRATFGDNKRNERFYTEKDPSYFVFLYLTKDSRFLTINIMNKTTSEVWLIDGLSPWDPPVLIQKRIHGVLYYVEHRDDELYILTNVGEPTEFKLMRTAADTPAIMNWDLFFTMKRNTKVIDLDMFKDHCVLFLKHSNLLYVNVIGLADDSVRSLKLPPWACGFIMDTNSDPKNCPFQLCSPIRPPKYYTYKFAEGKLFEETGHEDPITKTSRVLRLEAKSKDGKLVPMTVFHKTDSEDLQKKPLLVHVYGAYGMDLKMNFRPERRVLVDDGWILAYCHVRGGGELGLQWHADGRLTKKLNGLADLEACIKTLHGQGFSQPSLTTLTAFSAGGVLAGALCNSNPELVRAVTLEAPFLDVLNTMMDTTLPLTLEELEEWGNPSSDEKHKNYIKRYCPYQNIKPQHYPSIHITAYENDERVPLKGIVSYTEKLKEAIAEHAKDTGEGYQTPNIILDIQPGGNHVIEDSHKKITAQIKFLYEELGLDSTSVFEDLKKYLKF
* hit, by the source's call; . = not tested or not shown. These rows are one share of the data (hit frequency here may not be typical).

Structure,PAFAH1B3 inh,LYPLA1 inh,LYPLA2 inh,EBNA-1 inh,PAFAH1B2 inh,PAFAH2 FP inh,ZTA counter,pPAFAH inh,PREPL inhibitor
COc1ccc(Cl)cc1C(=O)Nc1cccc2ncccc12,0.1,-0.6,14.5,2.8,5.1,-2.7,-0.6,1.7,-3.1
CNCC(O)CN(c1ccccc1)c1ccccc1 (stereo not given),7.0,-0.5,-2.9,0.1,11.9,-1.7,19.3,2.6,11.9
Cc1ccc(NC(=O)c2ccc(CSc3ccccn3)cc2)cc1,8.5,-1.6,3.5,6.2,-1.5,-8.0,13.7,-1.2,-2.3
CCC(C)NC(=S)Nc1ccc(F)cc1 (stereo not given),6.6,4.3,-0.9,3.0,5.2,-2.3,-0.5,3.5,-4.7
C=C(C)/C=N/NC(=S)Nc1ccc(S(=O)(=O)N2CCOCC2)cc1,-3.1,0.8,4.0,-10.3,1.9,3.5,-7.2,5.2,-3.5
CCOc1ccc(C(=O)NCCC2=CCCCC2)cc1OCC,9.4,0.3,1.9,15.7,8.8,0.6,-3.4,-1.5,13.4
COc1cc(NC(=O)c2c(F)c(F)c(OC)c(F)c2F)ccc1NC(=O)c1cccs1,-9.4,-7.9,-7.8,-5.1,-2.8,-4.2,1.1,4.5,8.1
CCOc1ccc(/C(O)=C2\C(=O)C(=O)N(CCN(C)C)C2c2cccc(OC)c2OC)cc1Cl (stereo not given),8.3,2.4,8.2,3.0,2.4,-8.4,9.3,-1.8,0.3
C[C@@H]1COC(=O)[C@H](Cc2ccc(F)cc2)CC/C=C\C[C@@H](CC(=O)NCCO)C(=O)N1,3.7,.,.,.,4.5,-6.2,.,-3.6,25.2
COc1ccccc1S(=O)(=O)Cc1ccc(C(=O)NCC2CCCO2)o1 (stereo not given),9.2,-0.8,2.0,4.9,6.6,7.9,-7.0,-2.3,2.9
S=C(NCc1ccco1)NC1CCCc2ccccc21 (stereo not given),-0.9,-1.8,2.2,-2.6,0.9,3.9,-16.6,-0.8,10.6
CCCCNC(=O)c1ccc(NC(=O)CC2SC(N3CCCC3)=NC2=O)cc1 (stereo not given),2.0,2.1,8.7,.,-0.7,2.7,-7.7,-4.2,14.2
COc1ccc(Br)cc1CN1CCN(C(=O)c2cccc(F)c2)CC1,5.5,6.2,-0.5,6.3,6.3,2.6,-3.8,3.0,15.2
O=C(NCCN1CCN(c2ccc([N+](=O)[O-])cc2)CC1)NCc1ccccc1,5.6,-4.7,4.9,-1.4,5.1,4.6,-3.1,-2.9,30.1
CC(=O)N/N=C(\C)CC(=O)Nc1cccc2c1CCCC2,1.1,-2.1,-5.4,-7.2,-0.1,3.0,-5.6,5.2,-2.5
Cc1sc(N)nc1-c1ccccc1,8.0,-4.3,1.5,0.9,4.2,8.8,17.3,-0.3,-3.9
CCCCCC(=O)NNC(=O)Nc1ccccc1,1.6,1.6,-0.3,5.3,5.7,-4.0,4.4,4.6,0.1
O=C(NCC1CC1)c1ccccc1Cl,0.7,1.8,6.3,-3.5,-2.2,4.5,9.0,6.3,-2.2
CCn1c(=O)c(C(=O)NNS(=O)(=O)c2ccc(NC(=O)OC)cc2)c(O)c2ccccc21,4.7,0.0,-0.7,-4.3,1.7,-14.6,-2.9,0.7,4.9
O=C(COC(=O)c1cccc(Cl)c1Cl)NCc1cccs1,7.6,-3.2,-7.8,.,3.2,32.6*,-8.2,33.4*,-5.5
Cn1c(-c2ccccn2)[n+](C)c2ccccc21,7.0,-1.9,-0.7,-6.8,3.1,5.0,-5.2,-1.8,-5.1
O=C(Nc1nccs1)c1ccc(Br)c(S(=O)(=O)N2CCCC2)c1,-0.8,-1.1,2.1,1.9,1.5,0.2,3.3,1.7,3.1
CC(C)(C)OC(=O)C[C@H]1C/C=C\C[C@H](CC(=O)N[C@H](CO)Cc2ccccc2)C(=O)N2CCC[C@H]2COC1=O,-0.3,.,.,.,2.6,8.7,.,1.5,-9.3
COc1ccc(C(=O)NC2CC2)cc1OC1CCN(Cc2ccc(F)cc2Cl)CC1,0.3,1.8,-6.3,-3.1,-0.6,2.5,-4.7,0.9,-39.0
CCOP(=O)(OCC)C(O)c1cc(OC)c(OC)c(OC)c1 (stereo not given),5.0,0.2,1.9,6.5,1.0,-2.4,8.4,3.0,2.3
O=C(OC(C(=O)NC1CCCC1)c1cccnc1)C1=Cc2ccccc2OC1 (stereo not given),5.2,-1.9,0.1,6.7,1.8,10.1,-15.4,-6.5,19.6
COc1ccccc1N1CCN(C(=S)Nc2ccc(F)cc2)CC1,-1.0,-2.4,2.2,1.9,2.6,3.3,10.2,0.4,3.5
COCCOC1CCN(C(=O)C2CCC(=O)N(CCc3ccc(OC)cc3)C2)CC1 (stereo not given),6.8,2.6,3.1,1.2,1.5,-1.3,-8.7,0.0,17.1
COc1ccc(N(Cc2ccccc2)S(=O)(=O)c2cccc(C(=O)NC3=NCCS3)c2)cc1,4.1,-12.8,-28.4,-7.2,-8.7,-15.3,16.6,-4.0,4.6
CCN(CC)CCN1C(=O)C(O)=C(C(=O)c2cc3cccc(OC)c3o2)C1c1cccs1 (stereo not given),.,-0.8,-1.8,0.1,.,.,-8.3,-0.3,-0.6

Three structures already listed, ordered by count of non-hydrogen atoms, rising.
Structure,PAFAH1B3 inh,LYPLA1 inh,LYPLA2 inh,EBNA-1 inh,PAFAH1B2 inh,PAFAH2 FP inh,ZTA counter,pPAFAH inh,PREPL inhibitor
CCOP(=O)(OCC)C(O)c1cc(OC)c(OC)c(OC)c1 (stereo not given),5.0,0.2,1.9,6.5,1.0,-2.4,8.4,3.0,2.3
COc1ccc(C(=O)NC2CC2)cc1OC1CCN(Cc2ccc(F)cc2Cl)CC1,0.3,1.8,-6.3,-3.1,-0.6,2.5,-4.7,0.9,-39.0
CCN(CC)CCN1C(=O)C(O)=C(C(=O)c2cc3cccc(OC)c3o2)C1c1cccs1 (stereo not given),.,-0.8,-1.8,0.1,.,.,-8.3,-0.3,-0.6

More entries follow.
Structure,PAFAH1B3 inh,LYPLA1 inh,LYPLA2 inh,EBNA-1 inh,PAFAH1B2 inh,PAFAH2 FP inh,ZTA counter,pPAFAH inh,PREPL inhibitor
CNC(=S)N(Cc1ccc2c(c1)OCO2)C1CC(=O)N(c2ccccc2)C1=O (stereo not given),-2.5,-2.7,-4.3,-5.8,3.9,-0.4,14.3,3.9,4.0
CC(C(=O)OCC(=O)c1c(N)n(C)c(=O)n(C)c1=O)N1C(=O)c2ccccc2C1=O (stereo not given),6.1,0.2,-0.3,1.8,3.0,-1.5,20.2,4.3,6.6
Cc1cc(C(=O)CSc2nnc(N)s2)c(C)n1C1CC1,3.9,3.6,3.3,-7.0,4.6,4.7,-9.9,-3.1,2.4
C#CCOCCOCCOCCNc1nc(N2CCOCC2)nc(N2CCN(C(=O)[C@H]([C@@H](C)CC)n3cc([C@@H](N)CC(C)C)nn3)CC2)n1,2.9,1.4,1.6,4.5,-1.2,-0.8,-1.6,2.3,2.4
CC1(C)CC(=O)c2sc(NC(=O)c3ccccc3)nc2C1,.,6.5,5.7,-6.0,.,.,-26.1,2.6,7.6
Cc1ccc(-n2c3c(cc(C(=O)N4CCN(C)CC4)c2=O)C(=O)CC(C)(C)C3)cc1,-7.7,4.0,7.9,1.3,2.1,-1.6,-31.1,5.2,-2.5
Cc1[nH]c2ccc(F)cc2c(=O)c1SC(F)(F)C(F)C(F)(F)F (stereo not given),4.7,1.2,5.0,-0.9,-2.8,0.9,6.5,5.3,0.2
Cc1ccc(S(=O)(=O)N(Cc2ccccc2)c2ccccc2C(=O)NCc2ccco2)cc1,-1.9,2.2,3.5,-16.8,5.8,1.7,12.1,-8.8,6.7
C=CC[C@H](CC(=O)N(CCO)Cc1ccccc1)C(=O)NC[C@H](OC(=O)[C@@H](CC=C)Cc1ccc(F)cc1)c1ccccc1,2.0,.,.,.,13.5,2.6,.,6.5,-19.4
O=C(CSc1cn(Cc2cccc(F)c2)c2ccccc12)NCc1ccc(F)cc1,1.7,1.7,-1.7,8.4,2.6,8.5,11.0,3.6,3.2
Cc1cccc(C(=O)NCCN(C)C)c1,-0.8,-1.5,-1.6,6.6,1.2,3.5,1.9,0.4,1.2
Clc1cc2nc3ccccn3c2cc1Cl,-2.2,-9.0,1.6,-4.0,-5.4,-8.2,-12.5,4.4,2.2
NC(=O)c1ccc(NC(=O)COC(=O)c2ccc(Br)o2)cc1,-4.0,2.0,5.2,.,4.1,-0.8,-8.0,-3.5,2.5
CN(C)S(=O)(=O)Oc1ccsc1C(=O)Nc1ccc(Cl)cc1,-1.2,-0.6,0.9,-7.0,-1.2,-23.3,27.7,1.0,-9.4
COc1nc(NCc2ccco2)nc(NC2CCCCC2)n1,5.0,2.6,-1.7,-0.5,4.8,4.1,-8.8,3.0,24.6
CCN(CC)C(=O)Oc1ccc(Br)cc1C(=O)Nc1ccc(F)cc1F,18.1,1.9,3.5,5.6,5.6,3.1,5.2,3.3,5.3
CCCc1cc2c(=O)c(-c3ccc4c(c3)OCCO4)c(C)oc2cc1OS(C)(=O)=O,4.9,-6.5,-6.4,5.6,-3.5,-5.7,-2.9,3.1,0.2
Cc1cc(C)nc(N2CCCC(C(=O)Nc3cccc(Cl)c3)C2)n1 (stereo not given),-7.3,1.7,-1.0,1.4,0.5,-8.5,3.1,3.4,-1.7
COc1ccc(C(C)=O)c2c(O)cccc12,8.2,-3.7,-0.3,-1.4,-3.4,8.9,-2.7,5.8,0.1
S=C(Nc1ccc2c(c1)OCO2)N1CCCC1,0.8,-7.0,-6.8,-8.5,10.8,-4.7,-0.9,-4.5,2.0
CC/C(O)=C1\C(=O)CCCC1=NCCc1nc2ccccc2[nH]1,-1.4,-0.9,3.8,-7.3,2.2,-7.3,-0.9,-4.5,-10.7
CN(C)S(=O)(=O)Oc1cccc(C(=O)Nc2ccc([N+](=O)[O-])cc2)c1,-0.7,-3.2,-1.6,7.6,-6.3,-5.8,-5.7,2.6,17.7
CCOc1ccc(NC(=O)c2cc(Cl)nc3ccccc23)cc1,4.2,2.0,-5.0,-10.4,0.4,0.8,-8.6,-1.5,8.2
Cc1ccc(C(=O)COC(=O)CN2C(=O)C3C4C=CC(C4)C3C2=O)cc1[N+](=O)[O-] (stereo not given),6.0,-6.0,-2.8,-3.8,2.6,7.8,-10.6,0.5,16.6
CN1CCc2c1nc1ccccc1c2N=C1CCCN1Cc1ccccc1,2.6,1.5,11.6,-9.0,-3.0,12.2,-3.8,1.8,6.1
CC(C(=O)NCCC1=CCCCC1)N1C(=O)c2ccccc2C1=O (stereo not given),12.7,1.1,4.0,-2.7,-2.9,-5.0,-2.0,3.1,-8.7
C[C@@H]1C=C(C(=O)N2CCOCC2)O[C@H](OCc2ccc(CO)cc2)C1,6.6,0.6,-6.6,1.0,0.4,-4.6,-19.3,-2.6,22.1
CC1CN(S(=O)(=O)c2ccc(C(=O)Nc3sccc3C(N)=O)cc2)CC(C)O1 (stereo not given),1.5,-5.0,-5.5,-0.4,2.3,-3.3,-0.4,7.1,6.0
O=C(CCn1c(=O)oc2ccccc21)Nc1ccc(C(=O)O)cc1,1.2,-2.1,-0.1,1.5,8.0,-5.6,0.7,0.0,-3.6
COc1cccc(CC(=O)Nc2ccc(S(=O)(=O)Nc3nccs3)cc2)c1,-2.3,.,.,.,2.3,12.6,.,-4.5,3.8
CC(C)CCN1CCN(Cc2nc3c(s2)CCCC3)CC1CCO (stereo not given),1.7,-1.1,1.0,-1.5,-0.1,-4.3,6.9,3.4,15.9
